D1 agonist = agonists of human D1 dopamine receptor | actives 1% (n = 360,000) | activation, % at 2 µM | HEK293 T-REx D1 cells, calcium flux, agonist mode | P21728; in the data active = activation above about 30%; note: 0% is about no effect
Target sequence (P21728 whole entry, looked up): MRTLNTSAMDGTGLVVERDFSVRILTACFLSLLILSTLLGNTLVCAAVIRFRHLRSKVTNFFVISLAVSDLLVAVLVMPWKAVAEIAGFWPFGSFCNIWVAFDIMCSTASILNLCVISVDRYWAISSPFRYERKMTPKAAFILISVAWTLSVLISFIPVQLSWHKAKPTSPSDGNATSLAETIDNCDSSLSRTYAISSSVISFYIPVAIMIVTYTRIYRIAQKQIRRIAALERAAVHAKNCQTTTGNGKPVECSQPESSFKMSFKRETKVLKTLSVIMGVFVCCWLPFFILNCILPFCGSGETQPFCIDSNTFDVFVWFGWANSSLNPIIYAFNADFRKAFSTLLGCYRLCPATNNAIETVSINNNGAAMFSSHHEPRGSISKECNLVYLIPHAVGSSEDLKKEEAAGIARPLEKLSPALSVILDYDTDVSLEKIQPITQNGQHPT
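Agonism was scored from calcium flux recorded over 180 s (1 read/s) after pintool compound addition, following a 10-cycle baseline. Cells were inducible force-coupled HEK293 TREx D1, plated overnight at 30 C and loaded with no-wash calcium dye.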
D1 antagonist = blocks dopamine activation of the human D1 receptor | actives 3.2% (n = 360,000) | HEK293 TREx D1 cells, calcium flux, dopamine EC80; stronger effect = lower value | P21728 | activity change, negative = inhibition, % at 10 µM; in the data active = activity change below about -30%; note: % is set by controls: 0 for no effect and ±100 for the full control effect
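Antagonism measured as reduced calcium response to an EC80 dopamine addition following 180 s compound pre-read; cells were inducible HEK293 Trex D1 plated overnight at 30 C, read kinetically at 1 cycle/sec.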
D2 antag = antagonizes the human D2 dopamine receptor | P14416 | HEK293 TREx D2 cells, calcium flux, dopamine EC80 | inhibition, % at 10 µM | actives 2% (n = 340,000) | AID 485344; in the data active = inhibition above about 30%; note: 0% is about no effect
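Measurement of antagonist activity uses fluorescent calcium dye in inducible HEK293 T-REx D2 cells: 10 s baseline, compound addition with 180 s read, EC80 dopamine addition with a further 180 s read.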
RXFP1 agonist = activates the human relaxin receptor RXFP1 | AID 2676 | actives 0.3% (n = 370,000) | HEK293T-RXFP1 cAMP TR-FRET, 30 min; response scale: percent of porcine relaxin response, buffer zero | Potency, µM (top dose mostly 57.5 µM), for the others: at the highest dose activation, hits mostly activators; active = well fitted activation curve with a large enough effect; inconclusive = small, poorly fitted or top-dose-only effect; note: potency is the fitted concentration of half-maximal effect; % is set by controls: 0 for no effect and ±100 for the full control effect; nearly all actives have a fitted effect of over 60% in size; many of its hits are not listed in these tables
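HEK293 cells stably expressing RXFP1, treated 30 min at 37C with compounds plus PDE4 inhibitor Ro 20174; cAMP measured by HTRF TR-FRET. Normalized to buffer and 29 nM porcine relaxin; EC50 by Hill fit.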
RXFP1 antagonist = blocks the human relaxin receptor RXFP1 | Q9HBX9 | HEK293-RXFP1, relaxin-stimulated cAMP HTRF, 30 min; stronger effect = lower value | activity change, negative = inhibition, % at 57.5 µM | actives 0.59% (n = 350,000);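 active = activity change of -60% or lower, but not beyond a set lower limit; inconclusive = change between -60% and -40%, or beyond the set limit; inactive = change above -40%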; note: % is set by controls: 0 for no effect and ±100 for the full control effect
D2 ag = agonists of human D2 dopamine receptor; P14416; HEK293 T-REx D2 cells, calcium flux agonist mode; activation, % at 2 µM; actives 0.53% (n = 340,000); AID 485358;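 active = activation over 3 SD above normal in the single-dose calcium agonist read, cut at about 30% in these data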; note: 0% is about no effect
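In this primary screen, compounds producing a positive calcium signal within 180 s of addition to tetracycline-induced, force-coupled HEK293 Trex D2 cells are flagged; cells are dye-loaded with a no-wash calcium kit beforehand.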
D2 PAM = positively modulates the human D2 dopamine receptor allosterically | potentiation, % at 10 µM | AID 485347 | actives 0.34% (n = 340,000) | HEK293 T-REx D2, calcium flux, EC20 dopamine potentiation;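 active = potentiation over 3 SD above the plate norm, cut at about 30% in these data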; note: 0% is about no effect
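Potentiation of an EC20 dopamine calcium response is measured in a force-coupled, tetracycline-inducible Hek293 Trex D2 line. Compound-only kinetic reads over 180 s flag agonists before dopamine addition.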
TRHR enhancer = allosterically enhances the human TRH receptor; actives 0.66% (n = 360,000); TRHR cells, fluo-8 calcium fluorescence, EC20 TRH enhancement; AID 493056; P34981; enhancement, % at 2 µM; in the data active = enhancement above about 30%; note: 0% is about no effect
Target sequence (P34981 whole entry, looked up): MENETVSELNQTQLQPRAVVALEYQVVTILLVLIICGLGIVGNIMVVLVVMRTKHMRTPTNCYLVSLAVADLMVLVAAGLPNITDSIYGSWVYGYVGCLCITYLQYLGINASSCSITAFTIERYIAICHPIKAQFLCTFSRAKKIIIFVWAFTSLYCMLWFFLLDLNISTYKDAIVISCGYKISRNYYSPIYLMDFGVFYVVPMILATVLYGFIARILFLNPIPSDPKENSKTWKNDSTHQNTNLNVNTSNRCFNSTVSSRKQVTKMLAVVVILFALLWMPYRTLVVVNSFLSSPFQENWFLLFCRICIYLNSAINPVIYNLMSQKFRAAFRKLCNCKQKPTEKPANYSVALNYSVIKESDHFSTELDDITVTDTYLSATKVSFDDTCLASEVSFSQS
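TRHR-expressing cells loaded with fluo-8 calcium dye were read kinetically (ex 480/em 530) during compound addition, then stimulated with an EC20 of TRH (10 nM final). Enhancement of the Gq-mediated intracellular calcium response was scored.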
D1 potentiator = human D1 dopamine receptor positive modulation | potentiation, % at 10 µM | AID 504651 | P21728 | HEK293 TREx D1 cells, calcium flux, dopamine EC20 potentiation | actives 0.036% (n = 360,000); in the data active = potentiation above about 30%; note: 0% is about no effect
Active calls of the source: *; u = inconclusive; x = not tested or not shown; & = joins results of further samples. These rows are one share of the data; the hit share may differ from the screen's.

Sample of the layout (six entries):
SMILES	D1 agonist	D1 antagonist	D2 antag	RXFP1 agonist	RXFP1 antagonist	D2 ag	D2 PAM	TRHR enhancer	D1 potentiator
COc1cc(Br)c(CC(=O)NC2CC2)cc1OC	2	0	17	0.0%	1	2.2	12	-2	3
O=C1[C@H]2[C@@H](c3ccc(F)cc3)N3C(=O)N(c4cccc(F)c4)C(=O)[C@@]3(Cc3ccccc3)[C@H]2C(=O)N1C1CCCCC1	8	-10	18	0.7%	x	-0.4	11	-2	-7
COc1ccc(NC(=O)CNC(=O)C2CCCCC2)cc1	1	-11	6	-0.8%	2	0.7	-6	7	0
Cc1cccc2sc(N(CCCN(C)C)C(=O)c3ccc4ncsc4c3)nc12	22	-12	14	3.3%	-14	1.3	-12	4	-3
CCOC(=O)c1c(NC(=O)c2ccccc2Cl)sc2c1CCCC2	7	12	x	0.6%	-7	0.1	-3	2	1
CC1CN(C(=S)Nc2ccc(Br)cc2)CC(C)O1 (stereo not drawn)	3	-12	5	-0.9%	-2	0.0	-4	-7	-7

Results, from the start:
SMILES	D1 agonist	D1 antagonist	D2 antag	RXFP1 agonist	RXFP1 antagonist	D2 ag	D2 PAM	TRHR enhancer	D1 potentiator
COc1cc(Br)c(CC(=O)NC2CC2)cc1OC	2	0	17	0.0%	1	2.2	12	-2	3
O=C1[C@H]2[C@@H](c3ccc(F)cc3)N3C(=O)N(c4cccc(F)c4)C(=O)[C@@]3(Cc3ccccc3)[C@H]2C(=O)N1C1CCCCC1	8	-10	18	0.7%	x	-0.4	11	-2	-7
COc1ccc(NC(=O)CNC(=O)C2CCCCC2)cc1	1	-11	6	-0.8%	2	0.7	-6	7	0
Cc1cccc2sc(N(CCCN(C)C)C(=O)c3ccc4ncsc4c3)nc12	22	-12	14	3.3%	-14	1.3	-12	4	-3
CCOC(=O)c1c(NC(=O)c2ccccc2Cl)sc2c1CCCC2	7	12	x	0.6%	-7	0.1	-3	2	1
CC1CN(C(=S)Nc2ccc(Br)cc2)CC(C)O1 (stereo not drawn)	3	-12	5	-0.9%	-2	0.0	-4	-7	-7
COc1ccccc1Oc1nc2c(c(=O)n(C)c(=O)n2C)n1Cc1cccc(Br)c1	7	7	x	4.7%	x	-0.4	-2	-2	0
Cc1ccc(NC(=O)Cn2c(CCC(=O)O)ccc2-c2cccs2)cc1	0&0	-1&-14	6	2.4%&-0.5%	-10&-11	0.0&-0.5	5&8	-5&1	0&-4
C#CCOCCOCCOCCNc1nc(N2CCN(C(=O)CCCCCCCCCCNC(=O)[C@H](CCCCN)n3cc(C)nn3)CC2)nc(N2CCN(C(=O)CCCCCCCCCCNC(=O)[C@H](CCCN=C(N)N)n3cc(C[C@@H](C)CC)nn3)CC2)n1	4	-15	-7	-0.2%	x	3.2	-12	24	-5
Cc1ccc(NC(=O)CN2C(=O)S/C(=C\c3cc(Cl)c(OCC(=O)O)c(Cl)c3)C2=O)cc1	0	1	2	-0.3%	-3	0.0	-6	12	1
O=C(c1cc(-c2ccc(Cl)s2)nc2ccccc12)N1CCOCC1	0	-26	3	6.8%	-9	0.6	-4	-1	-2
Cc1ccc2nc(-c3ccc4c(c3)OCCO4)cn2c1	1	18	-5	4.0%	-7	-0.5	-7	-5	-4

Single values from above:
Entry for COc1ccccc1Oc1nc2c(c(=O)n(C)c(=O)n2C)n1Cc1cccc(Br)c1 under TRHR enhancer: -2
Entry for O=C1[C@H]2[C@@H](c3ccc(F)cc3)N3C(=O)N(c4cccc(F)c4)C(=O)[C@@]3(Cc3ccccc3)[C@H]2C(=O)N1C1CCCCC1 under D2 ag: -0.4

Next structures
SMILES	D1 agonist	D1 antagonist	D2 antag	RXFP1 agonist	RXFP1 antagonist	D2 ag	D2 PAM	TRHR enhancer	D1 potentiator
NC(=O)C1(N2CCCCC2)CCN(C(=O)Nc2ccc(C(F)(F)F)cc2)CC1	-3	0	x	0.6%	-1	-0.2	7	1	-2
Cc1ccc(NC(=O)CSc2nc3ccccc3c3nc(CCn4cncc4C)nn23)c(C)c1	-2&1	17&-2	1	4.7%&3.7%	0	0.4&0.4	-15&3	2&28	7&-11
CCOc1ccc(CCNC(=O)c2nnn(CC(=O)Nc3ccc(OC)cc3)c2N)cc1OCC	1	1	-5	1.1%	6	0.9	6	3	2
CSc1sc(C(=O)N(C)C)c2c1S(=O)(=O)N(C)c1ccccc1-2	0	-4	1	-0.9%	-6	0.1	14	-7	2
Cc1cc(NC(=O)c2ccc(NC(=O)C(C)Oc3ccccc3)cc2)no1 (stereo not drawn)	5	-7	6	0.5%	4	-0.2	-1	3	-24
CCOc1ccccc1NC(=O)C1CCN(S(=O)(=O)c2c(C)noc2/C=C/c2ccc(C)cc2)CC1	4	1	x	3.1%	x	x	4	0	-1
CC1(C)CC(NC(=O)C23CCC(C)(C(=O)C2=O)C3(C)C)CC(C)(C)N1 (stereo not drawn)	-1	-6	-8	1.3%	x	-0.2	-10	-4	-6
O=C(c1ccc(N2CCCC2)c([N+](=O)[O-])c1)N1CCN(CCO)CC1	1	14	-22	1.5%	20	-0.4	5	16	3
COC(=O)c1ccc(C)c(NC(=O)CN(c2cc(OC)ccc2OC)S(C)(=O)=O)c1	-1	-6	0	0.0%	16	-0.5	9	11	-4
COc1ccc(C)cc1NC(=O)C(OC(=O)c1cccc(S(=O)(=O)N(C)c2ccccc2)c1)c1ccccc1 (stereo not drawn)	1	-6	-8	3.1%	-5	1.9	-6	-3	-4
Cn1nc(C(=O)Nc2cccc(Cl)c2)cc1C(=O)Nc1cccc(Cl)c1	12	-14	5	-1.5%	1	1.0	-3	-2	-4
O=C(COC(=O)c1ccccc1[N+](=O)[O-])Nc1nnc(-c2ccccc2)o1	0	-2	-1	-1.4%	0	-0.2	-1	-2	0
COc1ccc(CCNC(=O)CN2CCCc3ccccc32)cc1OC	3	-11	9	-1.8%	3	-0.5	1	2	4
Cc1cc(C)nc(NCC(O)CNc2ccccc2Cl)n1 (stereo not drawn)	-4	17	-18	-1.2%	5	0.3	18	10	-6
O=C(Cc1cn2ccsc2n1)NCc1ccccc1	1	-9	x	1.1%	-20	x	x	6	0
O=C1CCN(N=Nc2cccc(Cl)c2)N1	1	2	-8	2.1%	x	-0.1	1	1	1
O=C(CSc1ncn[nH]1)CSc1ncn[nH]1	5	-2	0	0.6%	-1	0.2	-8	4	6
Cc1ccccc1CCNC(=O)C1CCCN(c2cnccn2)C1 (stereo not drawn)	-1	4	-8	0.8%	7	-0.7	-3	-6	0
O=c1cc(-c2ccccc2Cl)oc2c([N+](=O)[O-])c(O)cc(O)c12	-1	-20	-32	-0.2%	x	2.2	3	6	-4
CCN(CC)CCC(c1ccc2c(c1)OCO2)c1c(O)cc(OC)cc1OC (stereo not drawn)	8	-7	-5	-0.3%	x	0.3	-15	-1	-2
Cc1cc(=O)n2nc(N3CCCC(C(=O)NCc4ccc(F)cc4)C3)sc2n1 (stereo not drawn)	2	-6	-10	12%	-17	-0.9	1	2	-8
C[C@@]12C(=O)Nc3cc(Cl)ccc3C(=O)N1[C@H]1c3ccccc3OC[C@@H]1[C@@H]2c1ccccc1	7	12	-14	-0.9%	x	0.7	10	3	-4
CCNS(=O)(=O)c1ccc(CCC(=O)N2CCN(c3cccc(Cl)c3)CC2)cc1	5	-1	-4	0.4%	-1	0.7	-2	2	2
COc1ccc2c(c1)cc1c(=O)n(CC(=O)NCCc3ccccc3)nc(C)n12	3	1	x	4.6%	0	-0.3	-3	1	-8
c1cc(CCCc2ccncc2)ccn1	6	-15	-31	0.3%	-5	0.3	-1	-2	-4
O=C(NC1CCCCCC1)c1cccc(N2CCCC2=O)c1	-2	14	-2	-0.3%	-3	-1.3	-5	1	1
CCCCCc1ccc(-c2nnc(N)s2)cc1	0	14	-2	-0.1%	-13	-0.9	-4	17	-1
O=C(NCCC1=CCCCC1)C1CCCN(S(=O)(=O)c2ccc(F)cc2)C1 (stereo not drawn)	2	22	13	0.4%	18	0.7	x	-4	0
N#C/C(=C(/O)COC(=O)c1cccnc1Cl)c1nc2ccccc2[nH]1	4	5	-26	0.0%	-5	-3.0	6	16	4
Cc1cn(C)c(CC(=O)N2CCN(c3ccccc3F)CC2)c1C(=O)O	0	-13	x	1.4%	4	0.2	4	-3	-3
COC(=O)CSc1nc(C)cc(C)n1	1	2	-5	1.5%	-1	1.4	1	0	-3
O=C(Nc1ccc(Br)c2ccccc12)c1ccc2ccccc2c1O	16	-25	13	u	1	6.6	-23	-6	0
CCn1c(/C=C\c2ccccc2C)nc2ccccc2c1=O	0	-6	17	0.8%	-26	-0.1	-2	2	-5
COc1cc(/C=C2\SC(=S)N(CCCCC(=O)O)C2=O)ccc1OS(=O)(=O)c1ccc(C)cc1	13	-18	32*	0.1%	-22	1.6	-9	-1	-7
O=C(NC1CCCCC1)C12CC3CC(CC(Cl)(C3)C1)C2	1	6	-3	1.1%	11	-0.4	-11	-2	-5
CC(=O)Nc1ccc(S(=O)(=O)NCCc2csc3nc(-c4ccc(Cl)cc4)nn23)cc1	3	x	x	-0.7%	-32	2.1	-6	-2	1

An excerpt from above in order of their number in D1 potentiator, ascending.
Molecule,D1 agonist,D1 antagonist,D2 antag,RXFP1 antagonist,D2 PAM,TRHR enhancer,D1 potentiator
CC1(C)CC(NC(=O)C23CCC(C)(C(=O)C2=O)C3(C)C)CC(C)(C)N1 (stereo not drawn),-1,-6,-8,x,-10,-4,-6
NC(=O)C1(N2CCCCC2)CCN(C(=O)Nc2ccc(C(F)(F)F)cc2)CC1,-3,0,x,-1,7,1,-2
O=C(NCCC1=CCCCC1)C1CCCN(S(=O)(=O)c2ccc(F)cc2)C1 (stereo not drawn),2,22,13,18,x,-4,0
O=C(c1ccc(N2CCCC2)c([N+](=O)[O-])c1)N1CCN(CCO)CC1,1,14,-22,20,5,16,3

Further structures
SMILES	D1 agonist	D1 antagonist	D2 antag	RXFP1 agonist	RXFP1 antagonist	D2 ag	D2 PAM	TRHR enhancer	D1 potentiator
CC(C)(C)N(Cc1ccccc1)C(=O)c1ccc(Br)o1	1	11	3	1.0%	-17	1.2	-15	4	2
Cc1nc2c(-c3ccc(F)cc3)c(C)nn2c(C)c1CCC(=O)NCCN1CCOCC1	-1	7	7	1.3%	x	0.2	-5	-3	x
COc1cccc(C(=O)Nc2ccc3nc4n(c(=O)c3c2)CCCC4)c1	2	-7	22	7.6%	-22	-0.3	-2	-3	-4
O=C(NCc1ccccc1Cl)c1ccc2c(c1)ncn2-c1cccc(F)c1	3	-13	x	-2.3%	0	x	-5	3	-6
COc1ccc(C2/C=C\CN(C(=O)c3ccc(C)cc3)[C@H](Cc3ccccc3)C(=O)N2Cc2ccc(F)cc2)cc1 (stereo partly drawn)	3	-50*	41*	5.2%	x	1.2	-3	6	6
